Screens from PubChem BioAssay.
PfHsp40 rescue = rescue of yeast from PfHsp40 toxicity, primary screen, S. cerevisiae, ATP luminescence; hit rate 0.68% among 340,000; AID 504582, 2011; S. cerevisiae expressing PfHsp40, growth rescue; growth rescue, % at 12.5 µM; in the data active means growth rescue above about 28%, passing the limit was not always enough; inconclusive means no clear call, values can overlap the other calls;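 further: yeast W303a lacking pdr1 and pdr3 grown in galactose medium; growth measured after three days at 30 °C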
Vc quorum ag = inducers of Vibrio cholerae quorum light production without autoinducers, primary screen, BH1578 luxS cqsA deficient, single point; V. cholerae BH1578 lux reporter, luminescence, 6 h; activation, % at 18.7 µM; hit rate 0.16% among 350,000; AID 588436, 2011; in the data active means activation mostly above about 9.7%, no sharp cut-off; inconclusive means no clear call, values can overlap the other calls; inactive means mostly below about 3.7%; further: not every result past the cut was called active; inactives centre near 0; reference of the scale not given here
Anthrax LF inh2 = Bacillus anthracis LF protease inhibitors, primary screen, biochemical, multiplex microsphere, MLPCN library; Lethal factor (Bacillus anthracis), P15917; inhibition, % at 10 µM; hit rate 0.12% among 360,000; multiplex microsphere protease cleavage assay; further: plate controls were buffer without enzyme for full effect and enzyme alone for no effect
BoNT-A LC inh2 = BoNT/A light chain protease inhibitors, primary screen, biochemical, flow cytometry, MLPCN library; AID 588499, 2011; Botulinum neurotoxin type A light chain protease (Clostridium botulinum A str. ATCC 3502); hit rate 0.17% among 360,000; multiplex microsphere protease substrate cleavage; inhibition, % at 10 µM; further: plate controls were buffer without enzyme for full effect and enzyme alone for no effect
Y pestis TopoI = Yersinia pestis topoisomerase I inhibitors, primary screen, biochemical, cleavage product accumulation, plate reader, single point; DNA topoisomerase I (Yersinia pestis CO92); Y. pestis Topo-I cleavage product accumulation; activity, % at 10 µM; hit rate 0.064% among 360,000; AID 504884, 2011; in the data active means activity above about 50%, passing the limit was not always enough; inconclusive means no clear call, values can overlap the other calls; further: inactives centre near 2
3CLpro inhibitor = SARS-CoV 3CLpro protease inhibitors, primary screen, biochemical, quenched FRET. inhibition, % at 6 µM. AID 1706, 2009. recombinant SARS-CoV 3CLpro, quenched FRET peptide cleavage. hit rate 0.14% among 290,000. Replicase polyprotein 1ab (Severe acute respiratory syndrome coronavirus), P0C6X7; in the data active means inhibition above about 12%
PriA SSB inh = inhibitors of Klebsiella pneumoniae PriA binding to SSB C-terminal tail, primary screen, biochemical, AlphaScreen; inhibition, % at 33 µM; PriA–SSB C-terminal tail interaction (Klebsiella pneumoniae); hit rate 0.6% among 430,000; AID 1272365, 2023; AlphaScreen SSBct-PriA binding, biotinylated peptide; in the data active means inhibition mostly above about 37%, no sharp cut-off; inactive means mostly below about 20%;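 further: plate controls were negative control peptide for no effect and reference peptide for full effect; strong numbers were not always called active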
PrPC TRFRET = inhibitors of human cell surface prion protein PrPC, primary screen, cell-based, TR-FRET; Major prion protein (Homo sapiens), P04156; TR-FRET read-out; inhibition, % at 13.8 µM; hit rate 0.43% among 370,000; in the data active means inhibition above about 24%; further: 0% = median of the test wells and 100% = reference compound wells
TcdB inh = TcdB glycohydrolase inhibitors, primary screen, biochemical, single point, plate reader. inhibition, % at 9.99 µM. AID 652162, 2013. hit rate 0.24% among 350,000. TcdB glycohydrolase enzymatic assay; in the data active means inhibition above about 10%
* = called active by the depositor; i = inactive; ? = inconclusive; . = not tested or not shown; & = joins results of further samples; ! = not confirmed by another sample. Unless noted, no stated cut-off is given here; in the data, active means inhibition above about 30%; inconclusive means no clear call, values can overlap the other calls; inactive means below that.

Order of results: PfHsp40 rescue	Vc quorum ag	Anthrax LF inh2	BoNT-A LC inh2	Y pestis TopoI	3CLpro inhibitor	PriA SSB inh	PrPC TRFRET	TcdB inh
> CN1C(C(=O)Nc2ccc(C(=O)O)cc2)=C(O)c2ccccc2S1(=O)=O
    2.9	-0.5	.	.	-2	.	-15	-6	1.6
> CC1CCCCC1NC(=O)/C(C#N)=C/c1ccc(F)c(F)c1 (stereo not drawn)
    0.1	-3.4	1	-0.7	1	1	-8	6	0.3
> N#Cc1ccc(-c2nc3ccc(Cl)cn3c2Cc2cccc(F)c2)cc1
    .	.	8	3.4	.	.	.	2	3.8
> CNC(=S)N1CCN(C(=O)c2ccco2)CC1
    0.8	i	-1	0.0	3	6	-8	-4	1.0
> COc1ccc2cc(C)c3nnc(SCC(=O)Nc4nc(-c5ccccc5)cs4)n3c2c1
    -0.1	-0.4	-5	0.6	8	2	-6	4	.
> COCCN(C(=O)COC(=O)c1cc2c(s1)CCC2)c1c(N)n(Cc2ccccc2)c(=O)[nH]c1=O
    0.3	-3.8	1	1.7	-4	.	-6	5	2.4
> COCCCNc1nc2c(c(=O)[nH]c(=O)n2C)n1CC(O)COc1cccc(C)c1 (stereo not drawn)
    0.1	0.5	-1	-0.3	0	-4	-5	0	.
> Cc1onc(-c2ccccc2Cl)c1C(=O)NCCn1ccc2ccccc21
    4.9	-0.6	54*	81*	6	1	69*!	8	.
> CCOC(=O)c1nn(-c2ccccc2)c(=O)cc1OCC(=O)Nc1cccc(OC)c1
    0.9	i	2	2.8	4	.	-6	-6	0.6
> CN(C)Cc1c(C(=O)N/N=C/c2cccs2)nnn1-c1nonc1N
    -0.3	i	10	-0.3	-3	1	.	-3	0.2
> COc1ccc(CN2CCCC(C(=O)c3cccc(OC(C)C)c3)C2)cc1Cn1cccn1 (stereo not drawn)
    -0.7	i	0	-0.7	39	-1	6	-9	0.2
> COc1ccccc1NC(=O)c1ccc(C)c(S(=O)(=O)N2CCCCC2)c1
    0.3	-0.3	0	-1.4	38	-4	-22	12	0.1
> Cc1ccccc1NC(=O)COc1coc(CN2CCN(Cc3ccccc3)CC2)cc1=O
    0.0	-1.4	0	2.4	14	.	3	5	-8.4
> Cc1ccc2c(C)c(C(=O)Nc3c(C)n(C)n(-c4ccccc4)c3=O)oc2c1C
    0.7	-0.1	1	0.4	9	0	-10	4	.
> CCNC(=O)COC(=O)c1csc2c1CCCC2
    0.8	i	-3	-0.5	2	2	-21	-5	.
> O=C(Nc1cc(N2CCOCC2)ncn1)c1ccc(F)cc1
    -0.1	-2.5	1	-0.4	-1	-3	6	0	1.4
> CCOC(=O)N1CCN(S(=O)(=O)c2ccc(F)c(C(=O)Nc3cccc(C)c3C)c2)CC1
    -0.7	-0.2	0	2.9	22	-4	1	3	-2.5
> CCCCNC(=O)C1(C)CCCCN1C(=O)c1ccc(OC)c(C(F)(F)F)c1 (stereo not drawn)
    .	-0.7	-6	-0.4	-6	.	.	-8	0.9
> CC1(C)Cc2ccccc2-c2nnc(-c3ccc4ccccc4n3)n21
    -0.8	i	-2	-0.2	12	2	-9	1	.
> CSc1nc2c(c(=O)[nH]1)C(c1cccs1)C1=C(CCCC1=O)N2 (stereo not drawn)
    -0.3	3.2	-8	-1.1	4	-1	-14	-1	.
> COc1ccc(C(=O)NC(=O)Nc2ncccc2C)cc1
    -0.4	.	0	?	6	8	-17	-4	.
> COc1ccc(NC(=S)c2ccncc2)cc1
    -1.2	-0.1	-2	-1.0	-9	1	82*!	2	.
> CC(=O)c1c(O)c(C)c(-c2ccccc2)n(-c2ccccc2)c1=O
    -0.6	i	5	0.3	-6	-1	-11	7	.
> Cc1c(NC(=O)c2cccs2)cccc1C(=O)O
    2.1	-3.7	2	0.3	4	1	-10	-2	.
> O=C1C=C(Nc2cccc(Cl)c2)CC(c2ccco2)C1 (stereo not drawn)
    0.7	-7.1	3	0.9	9	3	7	4	1.6
> CC(Oc1ccc(-c2ccccc2)cc1)C(=O)O (stereo not drawn)
    -1.4	i	0	0.5	3	0	-2	-4	.
> O=C(c1cccs1)N1CCN(Cc2cn[nH]c2-c2ccc(F)cc2F)CC1
    0.3	-0.5	-1	-1.4	-11	-1	-8	-1	0.0
> COCCn1c(C)cc(C(=O)CSc2nnc(C)s2)c1C
    -0.9	-0.6	-2	0.4	-5	4	4&3	3	.
> COc1cccc(N2CCN(C(=S)Nc3ccccc3)CC2)c1
    -0.4	i	-27	-19	2	5	11	-4	0.2
> O=C1c2ccccc2C(=O)N1Cc1cnc(N2CCN(c3ccccc3)CC2)s1
    1.6	-0.4	-1	-0.7	43	0	0	0	0.4
> CN1CCN(c2ncnc3c2c(-c2ccccc2)cn3-c2ccc(F)cc2)CC1
    -0.5	i	-4	0.4	43	3	7	0	8.0
> Cc1c(Cl)cccc1NC(=O)NCc1ccncc1
    0.1	i	-2	-1.0	-2	0	-1	8	-0.2
> COC(=O)C1=C(N)Oc2cc(C)n(Cc3cccnc3)c(=O)c2C1c1ccc(OC)c(OC)c1OC (stereo not drawn)
    -0.8	-0.2	0	-0.2	-4	-1	-23	-4	.
> CCN1C(=O)/C(=C2/Sc3ccccc3N2CC)S/C1=N\c1ncn[nH]1
    4.8	-0.2	-1	0.3	-1	-5	.	-4	.
> CC(C)C/C(=N/O)c1cn(C)c2ccccc12
    2.6	-0.3	-6	-1.7	4	4	.	1	1.9
> Cc1cc(=O)c2c(O)c(O)ccc2o1
    0.6	2.9	-4	-0.4	-3	-2	-7	-10	.
> COc1ccc(CN2CCNC(=O)C2CC(=O)NCC(C)(C)N2CCOCC2)cc1C (stereo not drawn)
    1.6	i	-1	0.1	1	4	-13	2	0.7
> Cc1ccc(S(=O)(=O)NCCCNS(=O)(=O)c2ccccc2[N+](=O)[O-])cc1
    -0.4	-0.3	-9	-3.0	-9	-2	5	-5	-0.4
> O=C(NCc1ccc2c(c1)OCO2)c1cc([N+](=O)[O-])ccc1N1CCCCC1
    7.2	-0.4	1	0.8	1	1	12	-13	.
> CC1CCN(CCNC(=O)c2ccc3c(=O)n(Cc4ccc(Cl)cc4)c(=S)[nH]c3c2)CC1
    0.0	-0.3	0	-1.4	-9	-1	1	.	.
> CCC(C)(C)C1CCC2(CC1)NC(CO)(CO)CO2 (stereo not drawn)
    -0.3	-0.2	-2	0.0	9	-5	-3	-4	.
> CCN(CC)C(=O)N1CCN(C(=O)N(CC)CC)CC1
    0.5	3.3	-1	-0.6	4	-5	-11	-4	0.5
> Clc1ccc(C2Nc3cccc4cccc(c34)N2)c(Cl)c1
    -0.6	13	-8	-2.8	-24	.	19&12	-1	-3.2
> COCCNC(=O)C1(C)CCCN(Cc2ccc(-c3ccccc3)o2)C1 (stereo not drawn)
    .	-3.3	-5	-0.3	18	.	.	-2	-0.1
> O=C(Nc1ccccc1)N1CCCC1c1cccs1 (stereo not drawn)
    -0.5	0.1	-10	0.9	1	-1	-6	-5	1.1
> O=C(CCCCCNC(=O)N1CCn2c1nc1ccccc12)NCc1ccccc1Cl
    1.5	2.2	0	1.3	34	-7	9	2	-0.3
> Cc1ccccc1S(=O)(=O)N(CC(O)CN1C(=O)NC(C)(C)C1=O)c1ccccc1 (stereo not drawn)
    -0.8	-0.3	3	-0.8	5	9	-6	-4	1.3
> Nc1c(Cl)cc(-c2cn(CCC(=O)O)c(-c3ccc(Cl)nc3)n2)cc1Cl
    -0.1	i	-4	-0.2	7	.	13	-4	-0.2
> COc1ccc(CCN2CC(C(=O)O)CC2=O)cc1 (stereo not drawn)
    -0.4	-0.5	-6	-0.4	3	-8	-9	-5	.
> CCOC(=O)C1(Cc2ccccc2C)CCCN(C(=O)c2ccc(CSC)o2)C1 (stereo not drawn)
    1.8	0.4	.	.	30	-3	-13	-2	2.4
> COc1ccc(/C=C/C(=O)OCC(=O)NCCC2=CCCCC2)cc1
    -0.9	i	5	0.4	27	1	2	-6	1.1
> COC(C(=O)NNC(=O)Cc1ccc(Cl)cc1)c1ccccc1 (stereo not drawn)
    0.6	i	5	-8.9	-5	4	-2	-5	-0.8
> Cc1ccc(NC2CCCN(C(=O)CCC3(C)CC3)C2)cc1C (stereo not drawn)
    -0.6	0.4	0	-0.1	19	2	14	8	0.3
> CCC(=O)c1ccc(OCC(O)CN2C(=O)NC(C)(C)C2=O)cc1 (stereo not drawn)
    -1.2	-0.3	-2	-0.1	4	.	-7	-1	2.2
> CCOC1(OCC)N=C(N)C2(C#N)C(c3cccc(OC)c3OC)C12C#N (stereo not drawn)
    -0.4	-2.6	-1	-0.4	-3	-4	-8	2	.
> Cc1ccc(CC(=O)Nc2ccc(F)c([N+](=O)[O-])c2)cc1
    -0.8	i	1	0.2	0	7	-2	-3	0.0

Sorted by length of the SMILES (lowest first): some entries from above
Order of results: PfHsp40 rescue	Vc quorum ag	Anthrax LF inh2	BoNT-A LC inh2	Y pestis TopoI	3CLpro inhibitor	PriA SSB inh	PrPC TRFRET	TcdB inh
> Cc1cc(=O)c2c(O)c(O)ccc2o1
    0.6	2.9	-4	-0.4	-3	-2	-7	-10	.
> CC(C)C/C(=N/O)c1cn(C)c2ccccc12
    2.6	-0.3	-6	-1.7	4	4	.	1	1.9
> COCCNC(=O)C1(C)CCCN(Cc2ccc(-c3ccccc3)o2)C1 (stereo not drawn)
    .	-3.3	-5	-0.3	18	.	.	-2	-0.1
> CCN1C(=O)/C(=C2/Sc3ccccc3N2CC)S/C1=N\c1ncn[nH]1
    4.8	-0.2	-1	0.3	-1	-5	.	-4	.
> O=C(NCc1ccc2c(c1)OCO2)c1cc([N+](=O)[O-])ccc1N1CCCCC1
    7.2	-0.4	1	0.8	1	1	12	-13	.

The list is partial; rates above refer to the full screens.
